# High-throughput results deposited in PubChem by several laboratories.
# Tb MetRS inh – T. brucei MetRS inhibitors, primary screen, biochemical, luminescence; methionyl-tRNA synthetase (Trypanosoma brucei brucei); purified T. brucei MetRS, ATP depletion, Kinase-Glo luminescence; inhibition, % at 11.9 µM; 360,000 compounds, 0.4% hits; AID 624268, 2012;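 active means inhibition above a per-plate cutoff of the control wells' mean inhibition plus 3 SD, cut at about 5.5% in these data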;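 further: 0% = DMSO wells median and 100% = median of wells with control inhibitor compound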
#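 Dosing: 11.9 µM compound single dose, 0.9% DMSO; Assay system: purified T. brucei MetRS enzyme; Measured by: Kinase-Glo luciferase luminescence reporting remaining unconsumed ATP; Schedule: 15 min plus 2 h at 25 °C.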
# MsrA inh – bovine MsrA enzyme inhibitors, primary screen, biochemical, absorbance, HTS; Methionine sulfoxide reductase A (Bos taurus); purified bovine MsrA, absorbance read-out; inhibition, % at 15.5 µM; 360,000 compounds, 0.75% hits; AID 651718, 2012; in the data active means inhibition above about 4.5%;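 further: 0% = vehicle wells with enzyme and 100% = reference inhibitor wells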
# CendR NRP1 mod – modulators of CendR peptide binding to NRP-1, primary screen, biochemical, fluorescence polarization, uHTS. Neuropilin-1 (Homo sapiens), O14786. FAM-RPARPAR peptide binding to NRP-1. inhibition, % at 25 µM. 360,000 compounds, 0.85% hits. AID 602438, 2012;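 active means inhibition or corrected inhibition above about 18%, plus a signal ratio from 0.5 to 1.5, limit read from the data, passing the limit was not always enough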; further: strong numbers were not always called active
# PABP1 MLLE inh – inhibitors of PABP1 MLLE–PAM2 peptide binding, primary screen, biochemical, fluorescence polarization, FITC-PAM2, GST-MLLE; AID 588489, 2011; inhibition, % at 20 µM; 360,000 compounds, 0.36% hits; in the data active means inhibition above about 35%, passing the limit was not always enough;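 further: plate controls were DMSO wells with GST-MLLE for no effect and wells lacking GST-MLLE protein for full effect; some results filed as inactive read as strong as hits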
# FAS TE block – FAS thioesterase domain inhibitors, primary screen, biochemical, fluorescence intensity, uHTS; Fatty acid synthase (Homo sapiens), P49327; recombinant FAS-TE, OMFH fluorogenic substrate, fluorescence endpoint; inhibition, % at 15 µM; 360,000 compounds, 0.67% hits; AID 602261, 2012;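 active means compounds whose normalised, plate-corrected inhibition of enzyme fluorescence in the single-dose primary screen is 50% or more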;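 further: 0% = DMSO with enzyme and 100% = substrate without enzyme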
# bovine MsrA act – bovine MsrA enzyme activators, primary screen, biochemical, absorbance, HTS. purified bovine MsrA, absorbance read-out. activation, % at 10.6 µM. 360,000 compounds, 0.3% hits; in the data active means activation above about 7.5%;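 further: 0% = vehicle and 100% = reference activator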
# MT1-MMP act inh – blockers of MT1-MMP proenzyme processing, primary screen, HT1080 RFP-PRO-GFP cells, GFP/RFP fluorescence. GFP/RFP ratio fluorescence, overnight; percent of plate control window, DMSO zero. GFP/RFP ratio change, % at 20 µM. 360,000 compounds, 0.061% hits. AID 651647, 2012;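 active means GFP/RFP ratio change of at least 30% with cell ATP level not reduced by more than half and red fluorescence within 50% of control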; further: strong numbers were not always called active
#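 Read-out: GFP/RFP fluorescence ratio; Test system: RFP-PRO-GFP reporter HT1080 cells; Compound dosing: single-point 20 µM compound, 1% DMSO; Times: overnight compound exposure at 37 °C.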
# E coli Lon inh – inhibitors of E. coli Lon protease, primary screen, biochemical, fluorescence polarization; purified E. coli Lon protease; inhibition, % at 7.94 µM; 360,000 compounds, 0.42% hits; in the data active means inhibition above about 13%, passing the limit was not always enough;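 further: 0% = enzyme with probe and DMSO and 100% = no enzyme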
# Target sequence (P0A9M0 whole entry, looked up): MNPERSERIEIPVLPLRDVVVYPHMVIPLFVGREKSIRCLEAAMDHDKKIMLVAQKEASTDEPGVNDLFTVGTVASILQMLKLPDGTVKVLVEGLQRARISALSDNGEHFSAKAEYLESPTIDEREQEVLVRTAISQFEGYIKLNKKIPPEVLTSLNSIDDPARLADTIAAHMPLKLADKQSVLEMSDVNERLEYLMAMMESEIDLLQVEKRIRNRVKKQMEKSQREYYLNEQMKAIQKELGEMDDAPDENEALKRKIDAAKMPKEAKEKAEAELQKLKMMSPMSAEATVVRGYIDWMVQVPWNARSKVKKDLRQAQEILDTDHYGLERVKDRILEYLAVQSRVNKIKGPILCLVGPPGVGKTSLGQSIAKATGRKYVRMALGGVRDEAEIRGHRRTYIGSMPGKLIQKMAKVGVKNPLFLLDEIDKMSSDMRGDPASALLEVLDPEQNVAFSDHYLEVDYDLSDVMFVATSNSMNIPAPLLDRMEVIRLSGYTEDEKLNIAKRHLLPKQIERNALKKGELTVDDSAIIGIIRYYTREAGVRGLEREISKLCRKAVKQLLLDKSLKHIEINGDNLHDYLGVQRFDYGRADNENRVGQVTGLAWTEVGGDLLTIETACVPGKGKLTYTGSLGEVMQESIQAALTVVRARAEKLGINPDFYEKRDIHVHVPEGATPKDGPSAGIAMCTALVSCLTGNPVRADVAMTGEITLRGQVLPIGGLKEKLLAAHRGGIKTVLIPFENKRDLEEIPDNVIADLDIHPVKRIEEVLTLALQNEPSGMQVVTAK
# SKN-1 inh – suppressors of acrylamide-induced Pgst-4::GFP reporter in worms, primary screen, SKN-1 inhibitor project, whole organism, uHTS, GFP/RFP fluorescence ratio, strain VP596; inhibition, % at 21.8 µM; C. elegans VP596 Pgst-4::GFP/RFP ratio, 24 h; 360,000 compounds, 0.49% hits;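 active means interference check ratio from 0.5 to 1.5 plus GFP to RFP signal ratio inhibition reaching or exceeding a fixed threshold, cut at about 30% in these data, passing the limit was not always enough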; further: some compounds called inactive have numbers as strong as hits
# The depositor's hits bear a star; . = not tested or not shown.
Molecule | Tb MetRS inh | MsrA inh | CendR NRP1 mod | PABP1 MLLE inh | FAS TE block | bovine MsrA act | MT1-MMP act inh | E coli Lon inh | SKN-1 inh
Cc1ccc2c(c1)c1c(n2CC(O)CN2CCC(C)CC2)CCCC1 (stereo not given) | 0.2 | -1.8 | 5 | -6 | -8 | -1 | 2 | -3 | 4
CCOC(=O)C1=C(C)N(C)C(=S)NC1c1ccc(Cl)cc1Cl (stereo not given) | -1.6 | 0.7 | 3 | -75 | 15 | -14 | -6 | -1 | 8
CCNc1nc(NC(C)CC)nc(ON=C(C)C)n1 (stereo not given) | 2.0 | -1.1 | -1 | 7 | -10 | -3 | -1 | -1 | -11
COc1ccc(CCNC(=O)C2CC(c3c(Cl)cccc3Cl)=NO2)cc1 (stereo not given) | -0.3 | 0.8 | -5 | 2 | 1 | -2 | 1 | -9 | -8
CCN(Cc1ccccc1)C(=O)CCS(=O)(=O)c1cc2c(cc1Cl)NC(=O)CO2 | -0.1 | -0.4 | 9 | 3 | 1 | -2 | -1 | 8 | -17
COc1ccc(-c2oc3c(c2C(=O)OCCCO)C(OCCO)CCC3)cc1 (stereo not given) | 0.1 | 0.9 | 6 | . | -14 | -2 | 4 | -2 | 1
CN(C(=O)COC(=O)c1ccc[nH]c1=O)C1CCCCC1 | -0.5 | 1.2 | 4 | -12 | -1 | -3 | 1 | 1 | -10
CC(=O)c1cccc(N2Cc3ccccc3C2=NC(=O)CCl)c1 | 1.5 | -0.1 | -5 | -5 | 2 | -9 | -4 | 5 | 4
COC(=O)C(CC(=O)c1ccc(Br)cc1)n1cccn1 (stereo not given) | -0.6 | 2.0 | 13 | 17 | 0 | -4 | 0 | -7 | -5
Cc1ccc(NC(=O)CSc2nc3[nH]ncc3c(=O)[nH]2)c(C)c1 | -1.0 | 0.2 | -5 | 6 | -15 | -9 | -2 | -2 | -4
N#CC(c1ccccc1)N(CCCCl)C(=O)c1ccccc1 (stereo not given) | -0.1 | 0.2 | -6 | 20 | 6 | -7 | 2 | -4 | 0
CC(C)NC(=O)CN(Cc1ccc2c(c1)OCO2)C(=O)CCC(=O)Nc1ccccn1 | -0.2 | 2.3 | 0 | -5 | -2 | -1 | 1 | -8 | -6
Cc1noc(C)c1CSCC(=O)Nc1cc(S(=O)(=O)N2CCCCC2)ccc1OC(C)C | -0.2 | 0.1 | -3 | 7 | 10 | -1 | 2 | -4 | 6
COCCNC(=S)N1CCN(Cc2ccc3c(c2)OCO3)CC1 | -0.4 | -0.1 | 4 | -123 | -5 | -4 | 0 | 2 | -2
O=C(O)CN1C(=O)N/C(=C\c2cccn2-c2ccc(P(=O)(O)O)cc2)C1=O | 0.4 | 2.2 | -8 | -25 | -16 | 3 | 1 | 1 | -20
COc1ccc2nc(NC(=O)C3CCCN(S(=O)(=O)c4cccs4)C3)sc2c1 (stereo not given) | -1.6 | 0.9 | -5 | -14 | 20 | -3 | -11 | -9 | 9
COc1ccc(CN2C(=O)C(Cc3ccccc3)Nc3ncnc(N4CCN(c5ccccc5)CC4)c32)cc1 (stereo not given) | -0.3 | -0.5 | -13 | 3 | 29 | -6 | -9 | -13 | 1
CCOC(=O)C1CCCN(S(=O)(=O)c2ccc(Cl)nc2)C1 (stereo not given) | -0.3 | 0.4 | 8 | -4 | -6 | 5 | -4 | 5 | 14
COC(=O)c1ccccc1NC(=O)c1cc[n+](C)cc1 | -0.3 | -0.8 | -4 | -107 | -5 | -6 | 0 | 2 | 4
Cc1cccc(C(=O)Nc2nnc(COc3ccccc3)s2)c1 | -0.7 | -1.0 | 11 | -4 | -8 | 3 | 3 | 3 | -5
COc1ccccc1-c1cncc(NC(C)=O)n1 | -0.3 | 1.5 | 5 | -6 | -10 | -6 | -1 | 5 | 5
COCCN1Cc2cccc(C(=O)Nc3ccc(S(=O)(=O)N4CCCCCC4)cc3)c2C1=O | -0.4 | 0.7 | 3 | 18 | 21 | -3 | 5 | 1 | -4
CSc1n[nH]c2nc3c(c(=O)n12)C1(CCCCC1)Cc1ccccc1-3 | 0.3 | 1.0 | 6 | 21 | -12 | -2 | -3 | 11 | -10
O=C(O)C1CCN(C(=O)CCc2ccccc2)CC1 | -1.3 | 1.1 | 0 | 18 | 0 | -9 | 1 | 3 | 0
CCCCN(C(=O)CN1C(=O)C2CC=CCC2C1=O)c1c(N)n(CCC)c(=O)[nH]c1=O (stereo not given) | -0.1 | -0.4 | 2 | -13 | -5 | -4 | 1 | -4 | -4
Cc1ccc(CN2CCN(CCCc3ccccc3)CC2CCO)cc1 (stereo not given) | -0.3 | -0.6 | -8 | 4 | -1 | -1 | 1 | -7 | -13
CCOc1ccccc1Nc1nnc(SCc2ccc(C(=O)OC)o2)s1 | 0.0 | 1.2 | -1 | -62 | 11 | -2 | -1 | 1 | 3
CN1C(=S)SC2CS(=O)(=O)CC21 (stereo not given) | 0.7 | -0.4 | 8 | 1 | -4 | -1 | 2 | 4 | 2

# Rewritten with two lines to a compound: 16 of the compounds above
# The line under a structure holds: Tb MetRS inh	MsrA inh	CendR NRP1 mod	PABP1 MLLE inh	FAS TE block	bovine MsrA act	MT1-MMP act inh	E coli Lon inh	SKN-1 inh
Cc1ccc(NC(=O)CSc2nc3[nH]ncc3c(=O)[nH]2)c(C)c1
  -1.0	0.2	-5	6	-15	-9	-2	-2	-4
N#CC(c1ccccc1)N(CCCCl)C(=O)c1ccccc1 (stereo not given)
  -0.1	0.2	-6	20	6	-7	2	-4	0
CC(C)NC(=O)CN(Cc1ccc2c(c1)OCO2)C(=O)CCC(=O)Nc1ccccn1
  -0.2	2.3	0	-5	-2	-1	1	-8	-6
Cc1noc(C)c1CSCC(=O)Nc1cc(S(=O)(=O)N2CCCCC2)ccc1OC(C)C
  -0.2	0.1	-3	7	10	-1	2	-4	6
COCCNC(=S)N1CCN(Cc2ccc3c(c2)OCO3)CC1
  -0.4	-0.1	4	-123	-5	-4	0	2	-2
O=C(O)CN1C(=O)N/C(=C\c2cccn2-c2ccc(P(=O)(O)O)cc2)C1=O
  0.4	2.2	-8	-25	-16	3	1	1	-20
COc1ccc2nc(NC(=O)C3CCCN(S(=O)(=O)c4cccs4)C3)sc2c1 (stereo not given)
  -1.6	0.9	-5	-14	20	-3	-11	-9	9
COc1ccc(CN2C(=O)C(Cc3ccccc3)Nc3ncnc(N4CCN(c5ccccc5)CC4)c32)cc1 (stereo not given)
  -0.3	-0.5	-13	3	29	-6	-9	-13	1
CCOC(=O)C1CCCN(S(=O)(=O)c2ccc(Cl)nc2)C1 (stereo not given)
  -0.3	0.4	8	-4	-6	5	-4	5	14
COC(=O)c1ccccc1NC(=O)c1cc[n+](C)cc1
  -0.3	-0.8	-4	-107	-5	-6	0	2	4
Cc1cccc(C(=O)Nc2nnc(COc3ccccc3)s2)c1
  -0.7	-1.0	11	-4	-8	3	3	3	-5
COc1ccccc1-c1cncc(NC(C)=O)n1
  -0.3	1.5	5	-6	-10	-6	-1	5	5
COCCN1Cc2cccc(C(=O)Nc3ccc(S(=O)(=O)N4CCCCCC4)cc3)c2C1=O
  -0.4	0.7	3	18	21	-3	5	1	-4
CSc1n[nH]c2nc3c(c(=O)n12)C1(CCCCC1)Cc1ccccc1-3
  0.3	1.0	6	21	-12	-2	-3	11	-10
O=C(O)C1CCN(C(=O)CCc2ccccc2)CC1
  -1.3	1.1	0	18	0	-9	1	3	0
CCCCN(C(=O)CN1C(=O)C2CC=CCC2C1=O)c1c(N)n(CCC)c(=O)[nH]c1=O (stereo not given)
  -0.1	-0.4	2	-13	-5	-4	1	-4	-4

# 2 compounds from above, reduced to Tb MetRS inh, CendR NRP1 mod and MsrA inh.
SMILES,Tb MetRS inh,CendR NRP1 mod,MsrA inh
COCCN1Cc2cccc(C(=O)Nc3ccc(S(=O)(=O)N4CCCCCC4)cc3)c2C1=O,-0.4,3,0.7
Cc1ccc(CN2CCN(CCCc3ccccc3)CC2CCO)cc1 (stereo not given),-0.3,-8,-0.6
